High-throughput results from PubChem BioAssay.
TEAD-YAP block = TEAD-YAP interaction inhibition, primary screen, TEAD-YAP interaction inhibitor project, luminescence, HEK-TIYL cells. inhibition, % at 9.12 µM. 640,000 compounds, 1.4% hits. TEAD-Gal4/YAP UAS-luciferase luminescence; in the data active = inhibition above about 32%;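 also: 0% = median of test compound wells and 100% = reference inhibitor wells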
FBW7 activator = FBW7 E3 ligase activators, primary screen, biochemical, AlphaScreen, human | 650,000 compounds, 0.13% hits | AlphaScreen FBW7–phospho-cyclin E peptide binding, activator screen | normalized activity (activation), % at 26.1 µM | F-box/WD repeat-containing protein 7 (Homo sapiens), Q969H0; in the data active = normalized activity above about 1.9%;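 also: purified mutant Fbw7 with reduced substrate affinity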
Target sequence (Q969H0 whole entry, looked up): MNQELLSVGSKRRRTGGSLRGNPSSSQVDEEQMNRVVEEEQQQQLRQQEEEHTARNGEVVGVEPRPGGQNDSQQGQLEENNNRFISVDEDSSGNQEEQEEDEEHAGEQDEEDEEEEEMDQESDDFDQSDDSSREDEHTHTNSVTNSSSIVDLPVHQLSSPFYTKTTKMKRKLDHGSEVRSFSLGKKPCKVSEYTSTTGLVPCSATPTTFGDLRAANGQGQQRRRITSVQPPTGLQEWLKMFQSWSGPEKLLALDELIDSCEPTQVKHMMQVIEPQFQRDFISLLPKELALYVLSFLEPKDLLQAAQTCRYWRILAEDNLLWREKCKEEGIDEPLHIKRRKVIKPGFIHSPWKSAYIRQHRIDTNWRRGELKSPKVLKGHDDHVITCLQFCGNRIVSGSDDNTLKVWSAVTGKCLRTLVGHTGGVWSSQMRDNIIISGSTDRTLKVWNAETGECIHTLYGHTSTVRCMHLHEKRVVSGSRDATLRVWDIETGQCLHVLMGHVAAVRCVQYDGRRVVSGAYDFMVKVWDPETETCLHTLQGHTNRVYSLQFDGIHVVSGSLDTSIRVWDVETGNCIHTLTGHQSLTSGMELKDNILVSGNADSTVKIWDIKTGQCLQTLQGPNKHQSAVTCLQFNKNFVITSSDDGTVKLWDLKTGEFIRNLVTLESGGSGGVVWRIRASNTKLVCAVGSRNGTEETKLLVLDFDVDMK
GPR151 activ = activators of human GPR151, primary screen, cell-based, PathHunter beta-arrestin, luminescence | PathHunter beta-arrestin GPR151 cells | activation, % at 11.2 µM | 650,000 compounds, 1% hits | AID 1508602, 2020; in the data active = activation above about 4.9%;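 also: 0% = median of compound wells and 100% = cells with positive control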
MITF inh = MITF inhibitors, primary screen, biochemical, AlphaScreen, human. inhibition, % at 2.6 µM. AlphaScreen MITF homodimerization, bead proximity signal. 650,000 compounds, 0.91% hits. Microphthalmia-associated transcription factor (Homo sapiens), O75030; in the data active = inhibition above about 50%;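 also: 0% = vehicle wells with protein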
An asterisk follows results filed as active. Compounds were not picked by outcome; any-hit rate near 3.5%.

Values run as follows: TEAD-YAP block, FBW7 activator, GPR151 activ, MITF inh
> Cc1c(NC(=O)CN(C2CCCCC2)S(C)(=O)=O)cccc1[N+](=O)[O-]
    5, 0.2, -0.2, 17
> COc1cccc2cc(C(=O)Nc3ccc[nH]c3=O)c(=O)oc12
    -10, 0.2, 0.3, 13
> O=C(CN1N=C(c2ccccc2)Cn2c(cc3sccc32)C1=O)NC1CCC1
    -11, 0.0, -0.3, 4
> CN(C)Cc1ccc(NC(=O)/C=N/O)cc1
    7, 0.0, 0.8, 9
> O=[N+]([O-])c1cccc(S(=O)(=O)N2CCN(Cc3ccccc3F)CC2)c1
    -7, 0.5, 0.5, -6
> CCOc1ccc(C(=O)n2nnc3ccccc32)cc1
    2, 0.0, 0.3, 18
> C/C(CC(=O)NCc1ccc(F)cc1)=N\NC(=O)c1ccc(O)cc1O
    22, 0.9, -0.4, 14
> COc1ccc(CCNC(=O)CCCn2c(SCC(=O)c3ccc(Cl)cc3)nc3ccccc3c2=O)cc1OC
    -5, 0.8, 0.7, 12
> CN1c2ccccc2C(C)(C)C12C=Cc1c(ccc3ccccc13)O2 (stereo not given)
    -8, 0.1, -1.1, 12
> CCOC(=O)C1(CC2CC2)CCN(Cc2sc(N(C)C)nc2Cl)CC1
    -8, -0.2, 1.3, -2
> O=C(Nc1c2c(nn1-c1cccc(Cl)c1)CS(=O)C2)c1c(F)cccc1Cl (stereo not given)
    4, 0.1, 1.1, 3
> CCCCC1=NN2C(=N)/C(=C/c3cc(Cl)c(OCCOc4cccc(C)c4)c(OC)c3)C(=O)N=C2S1
    -13, 0.0, -0.2, 13
> O=C(O)CCc1ccc(-c2cnc3ccc(NCc4cccs4)nn23)cc1
    3, -0.1, -0.9, -10
> COc1cc(C2C(C(=O)OCCOC(C)C)=C(C)NC3=C2C(=O)CC(C)(C)C3)cc(Br)c1O (stereo not given)
    11, 0.2, -1.1, 11
> C=CC1=C(C(=O)O)N2C(=O)[C@@H](NC(=O)/C(=N\OCC(=O)O)c3csc(N)n3)[C@H]2SC1
    -10, -0.2, 4.8, 2
> C#CCOC(=O)CCCC(=O)Nc1ccc(OC)cc1
    -4, -0.2, -1.3, -9
> Cc1ccsc1/C=N\NC(=O)c1cccnc1
    -16, 0.1, -0.4, 9
> O=C(NCCC12CC3CC(CC(C3)C1)C2)C(C(F)(F)F)C(F)(F)F
    -7, 0.1, 0.1, 5
> Cc1cccc(NC(=O)CN2C(=O)N/C(=C\c3cccn3-c3cccc(C(=O)O)c3)C2=O)c1
    4, -0.1, 0.2, 6
> COc1cccc(NC(=O)CSc2nc3ccccc3c3nc(-c4ccccc4)nn23)c1
    7, 0.1, 1.2, -3
> NC(=O)c1ccc(-n2nnnc2Oc2ccc3ccccc3c2)cc1
    8, 0.2, 0.0, -5
> COCCC(=O)NCc1nc(N2CCN(c3ccccc3OC)CC2)c2ccccc2n1
    -21, -0.2, 1.7, 6
> Cc1ccc(OCc2nnc(NC(=O)c3cccs3)s2)cc1
    -3, 0.0, 0.2, -2
> Cc1nc2sc3c(c2c(=N)n1N)CC(C)(C)OC3
    -8, -0.2, -0.7, 12
> O=C(O)C1Cc2c([nH]c3ccccc23)C(c2cccc(Br)c2)N1 (stereo not given)
    11, 0.0, -0.2, -15
> NCCNC(=O)C1CCCNC1=O (stereo not given)
    -7, -0.6, 0.5, 40
> CCn1nnc2c(SCC(=O)c3ccc(OC)cc3)ncnc21
    -18, 0.5, 2.2, 16
> CCOCCCNC(=O)Nc1cccc(Cl)c1
    -10, -0.1, -0.7, -6
> Cc1cc(/C=c2\sc3nc4ccccc4n3c2=O)c(C)n1-c1ccc(F)cc1
    32*, 0.0, -1.3, -12
> CC12CC(c3cc(Br)cc(Br)c3O1)C(C(=O)c1ccccc1)C(=O)N2 (stereo not given)
    -3, 0.2, 0.6, 17

Complete entries, quoted from the list. Order of screens: TEAD-YAP block | FBW7 activator | GPR151 activ | MITF inh
Entry for Cc1ccc(OCc2nnc(NC(=O)c3cccs3)s2)cc1 : -3 | 0.0 | 0.2 | -2
Entry for NCCNC(=O)C1CCCNC1=O (stereo not given) : -7 | -0.6 | 0.5 | 40
Entry for Cc1nc2sc3c(c2c(=N)n1N)CC(C)(C)OC3 : -8 | -0.2 | -0.7 | 12

Further entries
Values run as follows: TEAD-YAP block, FBW7 activator, GPR151 activ, MITF inh
> CCOc1cc(/C=C2/C(=O)ON=C2c2ccccc2)ccc1OC
    4, 0.0, -0.8, 67*
> COC(=O)C1=NN(c2ccccc2)C2C(=O)N(c3ccccc3OC)C(=O)C12 (stereo not given)
    -5, 0.5, -0.9, 7
> COc1ccc(OC)c(N(CC(=O)Nc2cc(Cl)ccc2C)S(=O)(=O)c2ccccc2)c1
    -2, -0.2, 0.9, -3
> COc1cc2cc(C)c3nnc(SCC(=O)O)n3c2cc1OC
    -5, 0.2, 0.0, 16
> N#C/C(=C\c1ccc2c(c1)OCO2)c1nc(-c2ccc(O)cc2)cs1
    1, 0.0, -0.7, 4
> COc1ccc(/C=C(\NC(=O)c2ccc(Cl)cc2)C(=O)NCCCn2ccnc2)cc1OC
    -8, 0.1, -0.5, 0
> CCOC(=O)NC(=O)c1ccsc1NC(=O)c1ccc([N+](=O)[O-])s1
    4, 0.0, -1.2, 17
> O=C(CC1C(=O)NCCN1Cc1cccc(C(F)(F)F)c1)NCCC1=CCCCC1 (stereo not given)
    2, 0.2, -0.2, 10
> CCCCn1c(N)c(NCc2ccco2)c(=O)[nH]c1=O
    6, -0.1, -0.2, -3
> CC(NC(=O)c1ccco1)C12CC3CC(CC(C3)C1)C2 (stereo not given)
    10, -0.1, 0.5, -6

Among those listed so far, two contain a furan ring, fused or not.
Values run as follows: TEAD-YAP block, FBW7 activator, GPR151 activ, MITF inh
> CCCCn1c(N)c(NCc2ccco2)c(=O)[nH]c1=O
    6, -0.1, -0.2, -3
> CC(NC(=O)c1ccco1)C12CC3CC(CC(C3)C1)C2 (stereo not given)
    10, -0.1, 0.5, -6

(more compounds)
Values run as follows: TEAD-YAP block, FBW7 activator, GPR151 activ, MITF inh
> CC1=CC(C)(C)N(C(=O)Nc2ccc(F)cc2)c2ccc(C)cc21
    -16, 0.0, -0.9, 8
> NC(=O)CSc1nnc(-c2ccccn2)n1-c1ccccc1Cl
    7, 0.0, 3.6, -5
> Fc1cc(CSc2nc(Nc3ccc(F)c(F)c3)c3ccccc3n2)c2c(c1)OCCO2
    -5, -0.3, 0.9, -2
> C=CCn1c(SCC(=O)Nc2ccc(OC(F)(F)F)cc2)nc2c1c(=O)n(C)c(=O)n2C
    6, -0.1, 0.4, -6
> CCn1c(N2CCC(C(=O)NCCCn3ccnc3)CC2)nc2ccccc21
    7, -0.1, 0.2, -5
> O=S(=O)(NC1CC1)c1ccc(S(=O)(=O)n2cnc3ccccc32)cc1
    -6, 0.2, -0.3, 18
> Cn1c(CC(=O)NNC(=O)Cc2coc3cc4c(cc23)CCC4)nc2ccccc21
    8, -0.3, -0.6, 11
> CCOc1ccc(OCC)c(S(=O)(=O)Nc2ccc(F)cc2)c1
    7, 0.8, 0.0, 9
> C=CCOC(=O)C1=C(C)NC(SCC(=O)Nc2cccc(C(C)=O)c2)=C(C#N)C1c1ccc(O)c(OC)c1 (stereo not given)
    10, -0.2, -0.4, 5
> S=c1[nH]ncn1/N=C/c1ccc2c(c1)OCO2
    3, -0.1, 0.9, 3
> CC(Oc1ccccc1)C(=O)Nc1ccc(S(=O)(=O)NC(C)(C)C)cc1 (stereo not given)
    14, 0.0, 3.1, -1
> CSCCC(NC(=O)/C(=C\c1ccc(Cl)cc1)NC(=O)c1ccco1)C(=O)O (stereo not given)
    -7, -0.1, -1.4, -20
> COc1ccc(CCN=C(N)NS(=O)(=O)c2cc(F)ccc2F)cc1
    3, -0.1, 0.3, 2
> COc1cc(C2SCC(C(=O)O)N2C(C)=O)cc(Br)c1O (stereo not given)
    6, 0.0, 0.9, 2
> O=C(CCCn1c(SCc2cccc(F)c2)nc2ccccc2c1=O)NCc1ccccc1
    -2, -0.1, 1.7, -4
> Cc1nc(NCc2ccccc2)cc(-c2cccnc2)n1
    -4, 0.0, 0.5, 1
> COc1cccc(C(=O)N/N=C\c2c[nH]c3ccccc23)c1
    -28, 0.5, 0.2, -12
> Nc1nc(NCCCN2CCCC2=O)cc(Nc2ccccn2)n1
    3, -0.2, 0.4, -9
> COCCNC(=O)c1ccc(-c2cccc(C(=O)NCCO)c2)nc1N1CCOCC1
    -10, 0.0, -0.4, 0
> CCOC(=O)C1=C(c2ccccc2)S/C(=C2/C(=S)C(C)(C)Nc3ccc(OCC)cc32)S1
    -6, -0.3, 0.2, -12

(further entries)
canonical_smiles,TEAD-YAP block,FBW7 activator,GPR151 activ,MITF inh
NC(=O)c1nn2c(C(F)(F)F)cc(-c3ccccc3)nc2c1Br,-3,-0.2,-0.6,8
Nc1cccc(-c2nc(NCCO)c3[nH]cnc3n2)c1,4,0.2,-0.7,3
CCOC(=O)c1c(-c2ccc([N+](=O)[O-])cc2)csc1NC(C)=O,-7,-0.1,-0.1,17
CN1/C(=C\C=N\NC(N)=O)C(C)(C)c2ccccc21,-6,-0.1,-0.9,-6
CCN1C(=O)C2C3c4ccccc4C(C(C)O)(c4ccccc43)C2C1=O (stereo not given),5,0.1,0.0,7
COc1ccc(/C=C/C(=O)Nc2ccc(S(=O)(=O)Nc3cc(C)nc(C)n3)cc2)cc1,-1,-0.3,1.0,0
Cc1cccc(Nc2nc(-c3ccc(Cl)c(Cl)c3)cs2)c1,-2,-0.3,0.6,6
CCOc1ccc(NC(=O)c2ccoc2C)cc1,-11,0.0,-7.6,12
O=C(COc1ccccc1[N+](=O)[O-])NCc1ccco1,-4,-0.3,-1.7,-9
CCC(C)NC(=O)CSc1nnc(-c2ccc3c(c2)OCO3)o1 (stereo not given),5,0.0,1.5,12
CC(=O)NN1C(=O)c2ccc(Oc3ccc([N+](=O)[O-])cc3)cc2C1=O,-1,0.0,2.4,-4
CC(=O)Nc1ccc(NC(=O)CCc2ccccc2)cc1,3,-0.1,2.2,2
COc1ccccc1N1CCN(Cc2ccc(Br)o2)CC1,2,0.0,0.1,26
O=C(CC(=O)c1ccccc1Cl)c1ccccc1O,-18,-0.1,0.3,11
COc1ccc(CNC(=O)c2ccc(Cl)c([N+](=O)[O-])c2)cc1,13,0.1,0.3,-12
Cc1cc2n(CCc3ccccc3)c(=O)c3ccccc3n2n1,-2,0.2,-1.5,-6
Cn1c(SCC(=O)Nc2ccc(Cl)c(Cl)c2)nnc1-c1ccncc1,10,-0.2,1.3,4
COc1ccc(-c2oc3ccccc3c(=O)c2O)cc1,-14,0.0,-1.4,-5
COc1ccc(C(=O)N2CCN(c3cccc(C)c3C)CC2)cc1OC,2,0.1,-0.3,14
O=C(CN1C(=O)C2C3C=CC(C3)C2C1=O)Nc1ccc(I)cc1 (stereo not given),-13,0.1,-1.0,13
COc1cc(NC(=O)c2sc3ncnc(N(C)c4ccccc4)c3c2C)cc(OC)c1OC,50*,0.1,-0.4,8
Cc1cccc(C)c1OCC(=O)N/N=C/c1ccccc1O,51*,0.0,0.6,13
CCOc1ccc(-n2nc(C(=O)N3CCCC(C)C3)c3ccccc3c2=O)cc1 (stereo not given),7,0.3,0.7,15
C/C(CC(=O)Nc1ccc(OCc2ccccc2)cc1)=N\NC(=O)c1ccc(O)cc1O,11,-0.1,-1.1,2
CCOC(=O)Cn1c(=O)n(Cc2ccco2)c(=O)c2ccc(C(=O)NC3CCCC3)cc21,-3,-0.3,-0.6,-4
COc1cccc(OCC(=O)Nc2ccc(-c3nc4ccccc4o3)cc2)c1,-8,0.0,1.2,-1
CC(=O)c1cccc(NC(=S)NCc2ccc(S(N)(=O)=O)cc2)c1,7,0.4,-1.7,6
O=C(NN1CCOCC1)c1cccc(Br)c1,-3,0.0,0.9,6
COC(=O)c1sc(NC(=O)c2cc(Cl)ccc2OC)c(C#N)c1C,-15,-0.1,-0.9,-1
Cc1cc(C(=O)N/N=C\c2ccc(Br)cc2)c(C)o1,-38,0.1,-4.4,16
COc1ccc(NC(=O)COc2ccc(CNCCCO)cc2OC)cc1,-2,0.0,2.9,18
CCOC(=O)c1ccc(N2C(=O)CC(NCC34CC5CC(CC(C5)C3)C4)C2=O)cc1 (stereo not given),2,0.0,0.5,9
